Screening results: PubChem, The Scripps Research Institute Molecular Screening Center
PLCb3 inh = human PLC-beta3 inhibitors, primary screen, biochemical, fluorescence. 1-phosphatidylinositol 4,5-bisphosphate phosphodiesterase beta-3 (Homo sapiens), Q01970. inhibition, % at 12.2 µM. Purified PLC-beta3, fluorogenic substrate. AID 720704, 2013. 0.18% of 370,000 active; in the data active = inhibition above about 11%;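 note: 0% = median of compound wells on plate and 100% = full blocker control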
PLCg1 inh = PLC-gamma1 enzyme inhibitors, primary screen, biochemical, fluorescence, purified enzyme. 1-phosphatidylinositol 4,5-bisphosphate phosphodiesterase gamma-1 (Homo sapiens), P19174. fluorogenic substrate. inhibition, % at 12.2 µM. 0.84% of 370,000 active. AID 720700, 2013; in the data active = inhibition above about 9.5%
UHRF1 MBD2 ctr = UHRF1 methylated DNA binding inhibitors, primary screen, counter-screen for MBD2 inhibitor project, biochemical, TR-FRET, human UHRF1, single concentration. E3 ubiquitin-protein ligase UHRF1 (Homo sapiens), Q96T88. UHRF1 binding to methylated oligo. inhibition, % at 4.4 µM. 0.75% of 370,000 active. AID 687016, 2013; in the data active = inhibition above about 21%;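 note: UHRF1 SRA domain binding a hemimethylated CpG hairpin DNA probe; 0% = median of test compound wells and 100% = reference inhibitor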
ADAM17 inh = ADAM17 inhibitors, primary screen, biochemical, QFRET; inhibition, % at 6.95 µM; AID 720648, 2013; 0.83% of 370,000 active; recombinant ADAM17, EDANS/DABCYL FRET peptide cleavage;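 active = inhibition above the mean of compounds lying between control limits plus 3 SD, set per campaign, cut at about 8.5% in these data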;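 note: 0% = DMSO-only wells as the low control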
Target sequence (P78536 215-824 limits assumed): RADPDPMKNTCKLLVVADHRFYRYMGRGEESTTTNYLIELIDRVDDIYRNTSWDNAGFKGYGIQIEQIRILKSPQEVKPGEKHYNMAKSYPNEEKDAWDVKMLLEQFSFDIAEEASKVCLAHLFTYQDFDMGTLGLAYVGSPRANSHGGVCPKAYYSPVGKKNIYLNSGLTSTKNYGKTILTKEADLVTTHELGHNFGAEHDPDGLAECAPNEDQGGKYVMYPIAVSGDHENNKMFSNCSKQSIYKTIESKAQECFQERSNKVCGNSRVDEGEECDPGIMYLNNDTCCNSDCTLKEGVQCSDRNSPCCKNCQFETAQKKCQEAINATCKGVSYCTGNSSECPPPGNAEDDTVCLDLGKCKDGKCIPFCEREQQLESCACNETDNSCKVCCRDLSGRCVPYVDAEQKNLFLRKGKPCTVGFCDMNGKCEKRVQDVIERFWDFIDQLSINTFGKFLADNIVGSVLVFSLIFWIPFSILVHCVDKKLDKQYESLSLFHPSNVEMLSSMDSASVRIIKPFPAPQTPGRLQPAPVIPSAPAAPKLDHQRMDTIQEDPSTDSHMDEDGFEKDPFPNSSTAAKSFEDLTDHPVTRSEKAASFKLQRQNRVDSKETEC
MBD2 DNA inh = inhibitors of MBD2 binding to methylated DNA, primary screen, biochemical, TR-FRET, DNA-binding domain, human. Methyl-CpG-binding domain protein 2 (Homo sapiens), Q9UBB5. MBD2 binding to methylated oligonucleotide. inhibition, % at 4.4 µM. 0.31% of 370,000 active. AID 686964, 2013; in the data active = inhibition above about 13%
proKLK7 act = proKLK7 zymogen activators, primary screen, biochemical, fluorescence intensity; AID 652039, 2013; activation, % at 7 µM; 0.9% of 370,000 active; purified proKLK7, EDANS-DABCYL substrate fluorescence; 100% is mature enzyme control, 0% vehicle;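 active = activation above the mean of all tested compounds plus 3 SD, computed per campaign excluding outliers beyond control limits, cut at about 13% in these data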
Tn7 DDE FP = inhibitors of Tn7 peptide binding to fibrin DD(E), primary screen, biochemical, fluorescence polarization, human fibrin, Tn7 probe; Fibrinogen beta chain (Homo sapiens), P02675; 0.13% of 370,000 active; inhibition, % at 8.3 µM; FP displacement of FITC-Tn7 peptide from fibrin DD(E); 0% = median of compound wells per plate;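 active = inhibition above the mean of compounds falling within the control limits plus 3 SD of them, cut at about 14% in these data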;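 note: 0% = plate median of compound wells and 100% = 10 µM Aha-Tn7 peptide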
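Test system – human fibrin DD(E) · Times – 10 min preincubation, 3 h with tracer, room temperature · Detection – fluorescence polarization of the labelled Tn7 tracer · Measure – percent inhibition normalized to high-control wells · Benchmarks – high control wells with 10 µM unlabelled Aha-Tn7 peptide (full inhibition) · Repeats – singlicate testing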
ASAP1 GAP inh = inhibitors of human ASAP1 ArfGAP activity, primary screen, biochemical, fluorescence polarization | inhibition, % at 16.5 µM | ASAP1-stimulated ARF1 GTP hydrolysis, GDP FP detection | 0.19% of 360,000 active | Arf-GAP with SH3 domain, ANK repeat and PH domain-containing protein 1 (Homo sapiens), …; in the data active = inhibition above about 25%;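 note: 0% = vehicle with enzyme and substrate and 100% = no enzyme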
Target sequence (Q9ULH1 325-724 limits assumed): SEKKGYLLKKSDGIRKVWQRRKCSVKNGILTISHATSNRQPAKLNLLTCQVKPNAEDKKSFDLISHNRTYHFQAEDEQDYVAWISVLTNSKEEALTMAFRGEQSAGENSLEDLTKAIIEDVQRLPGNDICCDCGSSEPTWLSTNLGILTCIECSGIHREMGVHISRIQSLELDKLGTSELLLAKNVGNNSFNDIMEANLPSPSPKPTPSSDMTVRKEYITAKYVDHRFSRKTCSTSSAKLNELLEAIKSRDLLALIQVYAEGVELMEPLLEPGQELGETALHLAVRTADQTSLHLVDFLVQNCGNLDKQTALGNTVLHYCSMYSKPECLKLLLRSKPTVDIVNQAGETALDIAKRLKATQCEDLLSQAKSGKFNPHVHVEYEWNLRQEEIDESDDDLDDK
Tn6 DDE FP = inhibitors of Tn6 peptide binding to fibrin DD(E), primary screen, biochemical, fluorescence polarization, human fibrin, Tn6 probe; Fibrin DD(E) TRITC-Tn6 fluorescence polarization displacement; inhibition, % at 8.3 µM; 0.21% of 370,000 active;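 active = inhibition above a per-campaign cutoff: mean of compounds within control limits plus 3 SD, cut at about 15% in these data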;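 note: 0% = median of all compound wells on the plate and 100% = blocking peptide control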
ARFGAP1 inhibitor = inhibitors of rat ARFGAP1 GAP activity, primary screen, biochemical, fluorescence polarization, GDP tracer | ADP-ribosylation factor GTPase-activating protein 1 (Rattus norvegicus), Q62848 | Arfgap1-stimulated ARF1 GTP hydrolysis, GDP FP detection | inhibition, % at 16.5 µM | 0.26% of 360,000 active | AID 651572, 2012;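 active = inhibition above a per-plate limit, mean inhibition of low control wells plus 3 SD, cut at about 25% in these data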;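 note: 0% = DMSO wells with enzyme and 100% = wells lacking Arfgap1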
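System: truncated rat Arfgap1 GAP domain / Medium: HEPES-based buffer, pH 7.5 / Also added: N-terminally truncated human ARF1-GTP substrate / Incubation: enzyme reaction 120 min at 25 °C after 20 min preincubation / Measured by: FP of antibody-bound GDP Alexa 633 tracer, ex 620/em 688 nm / Replicates: singlicate, each compound tested once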
Starred values were filed as active, the others as inactive.

(1) CCOC(=O)CSc1nc2c(sc(=S)n2-c2ccc(OCC)cc2)c(=O)[nH]1
(2) CCCOC(=O)Nc1cc(OC)ccc1[N+](=O)[O-]
(3) CN(C(=O)c1cccc(NC(=O)C2CCCN(C(=O)OC(C)(C)C)C2)c1)C1CCCC1 (stereo unspecified)
(4) O=C(O)c1ccc(CNCc2cccc(OCc3ccc(F)cc3)c2)cc1
(5) Cc1ccccc1NC(=O)CCC(=O)OCC(=O)c1cccc([N+](=O)[O-])c1
(6) O=C(CN(Cc1ccc2c(c1)OCO2)C(=O)CSc1nc2ccccc2o1)NC1CCCCC1
(7) Cc1c(Cl)cccc1NC(=S)NCCc1ccc(F)cc1
(8) COc1cccc(/C=N/N2CCN(c3ccc(Cl)cc3)CC2)c1OC
assay / entry	1	2	3	4	5	6	7	8
PLCb3 inh	4.5	-0.7	4.5	-9.2	-1.9	2.0	-5.7	2.8
PLCg1 inh	1.5	0.9	-1.7	-3.9	-1.4	0.6	-1.5	2.6
UHRF1 MBD2 ctr	3.0	-1.2	0.1	1.5	0.0	-3.5	-0.2	2.8
ADAM17 inh	1.3	1.9	3.0	-5.1	-2.9	-3.2	0.8	-0.5
MBD2 DNA inh	-4.7	0.4	-8.1	0.3	3.3	3.7	3.2	2.5
proKLK7 act	0.8	0.4	0.8	-0.2	0.5	-0.5	-0.1	0.5
Tn7 DDE FP	0.6	-5.8	9.5	-3.4	-4.7	5.0	5.4	-3.5
ASAP1 GAP inh	-3.7	15.6	8.2	14.5	1.3	0.3	2.4	-2.0
Tn6 DDE FP	4.3	-2.4	5.9	-7.8	-11.1	-4.4	0.4	1.5
ARFGAP1 inhibitor	5.3	8.1	0.3	3.4	1.5	9.1	-6.3	3.0

Single entries from the entries so far:
For ADAM17 inh, entry 7 shows 0.8
For ASAP1 GAP inh, entry 1 shows -3.7

New compounds follow:
(9) CCOc1ncccc1-c1nc(-c2cccs2)no1
(10) CCOC(=O)N1CCN(C(=O)C2CC(c3cc(OC)ccc3OC)=NO2)CC1 (stereo unspecified)
(11) Cc1ccc(S(=O)(=O)Nc2ccccc2C(=O)N2CCOCC2)cc1
(12) Cc1nnc(NC(=O)CSc2ccc(-c3cccnc3)nn2)s1
(13) N#CC1=C(N)Oc2cc(N)ccc2C1c1ccc(Cl)cc1 (stereo unspecified)
(14) CCc1ccc(NC(=O)C(C)Nc2ccc(S(=O)(=O)NC(C)=O)cc2)cc1 (stereo unspecified)
(15) CC[C@@]1(c2cccc(C)c2)C(=O)N(C(=O)OC)N1C(=O)OC
(16) Cc1c(C)c2ccc(OCC(=O)NCCCN3CCCC3=O)cc2oc1=O
assay / entry	9	10	11	12	13	14	15	16
PLCb3 inh	-6.2	-7.6	-5.4	2.1	-48.5	-1.6	1.9	-104.1
PLCg1 inh	-4.3	-3.4	0.5	0.4	-41.8	1.0	0.0	-63.2
UHRF1 MBD2 ctr	0.7	-0.5	3.4	-1.5	-7.2	-0.2	4.4	0.3
ADAM17 inh	-4.0	-12.6	-9.5	-4.4	-0.5	-4.5	-6.2	-155.1
MBD2 DNA inh	0.0	-1.7	1.3	-3.1	-3.5	1.8	1.8	-6.0
proKLK7 act	0.2	0.4	-0.4	0.0	0.6	-0.3	-0.2	3.5
Tn7 DDE FP	5.4	5.4	1.3	-4.4	-4.5	4.9	0.6	10.5
ASAP1 GAP inh	1.1	-12.0	16.0	5.1	-0.3	-14.9	-12.4	-3.1
Tn6 DDE FP	-9.3	-3.1	-3.1	2.9	-0.5	1.4	-4.6	-5.7
ARFGAP1 inhibitor	-2.1	10.7	22.1	4.0	0.9	-0.5	6.2	-10.3

(17) CC(C)CCn1cnc2c1c(=O)n(CC(=O)NC(N)=O)c(=O)n2Cc1ccccc1
(18) COC(=O)c1ccc(-c2nc(O)c3cnccn23)cc1
(19) O=C(Nc1nccs1)c1c(O)c2cccc3c2n(c1=O)CCC3
(20) COc1ccccc1NC(=O)c1nn(-c2ccc(F)c(F)c2)ccc1=O
(21) CC1CN(Cc2nc3c(c(=O)n(C)c(=O)n3C)n2CC(=O)c2ccccc2)CC(C)O1 (stereo unspecified)
(22) CCOC(=O)c1cc(CNC(=O)c2c(C)oc3c2CCCC3)c(C)o1
(23) CCN(C(=O)CSC1=Nc2ccccc2C2CC=NN12)C1CCS(=O)(=O)C1 (stereo unspecified)
assay / entry	17	18	19	20	21	22	23
PLCb3 inh	-1.1	-89.6	-1.9	-0.8	1.3	-0.3	-6.8
PLCg1 inh	2.9	-73.2	0.6	3.8	0.0	2.4	-1.9
UHRF1 MBD2 ctr	13.0	-7.2	-0.7	-0.1	4.2	1.2	-3.3
ADAM17 inh	0.6	-3.4	-4.6	-5.2	-5.6	1.8	-2.2
MBD2 DNA inh	-4.1	-12.8	1.1	-1.7	-4.9	-2.4	-2.7
proKLK7 act	-0.2	11.8	-1.1	0.5	-0.2	-0.2	-0.2
Tn7 DDE FP	6.7	-4.3	-5.8	2.1	-2.9	-3.7	8.5
ASAP1 GAP inh	7.7	-9.7	9.5	9.1	17.3	4.1	0.8
Tn6 DDE FP	0.7	7.4	2.5	-0.9	2.4	-9.2	3.8
ARFGAP1 inhibitor	-5.3	8.2	-3.0	1.8	9.7	1.6	-6.8

Record cards (already shown).
Cc1nnc(NC(=O)CSc2ccc(-c3cccnc3)nn2)s1 as listed: PLCb3 inh: 2.1; PLCg1 inh: 0.4; UHRF1 MBD2 ctr: -1.5; ADAM17 inh: -4.4; MBD2 DNA inh: -3.1; proKLK7 act: 0.0; Tn7 DDE FP: -4.4; ASAP1 GAP inh: 5.1; Tn6 DDE FP: 2.9; ARFGAP1 inhibitor: 4.0
CC(C)CCn1cnc2c1c(=O)n(CC(=O)NC(N)=O)c(=O)n2Cc1ccccc1 as listed: PLCb3 inh: -1.1; PLCg1 inh: 2.9; UHRF1 MBD2 ctr: 13.0; ADAM17 inh: 0.6; MBD2 DNA inh: -4.1; proKLK7 act: -0.2; Tn7 DDE FP: 6.7; ASAP1 GAP inh: 7.7; Tn6 DDE FP: 0.7; ARFGAP1 inhibitor: -5.3

Some of these compounds in order of SMILES length, falling.
(21) CC1CN(Cc2nc3c(c(=O)n(C)c(=O)n3C)n2CC(=O)c2ccccc2)CC(C)O1 (stereo unspecified)
(17) CC(C)CCn1cnc2c1c(=O)n(CC(=O)NC(N)=O)c(=O)n2Cc1ccccc1
(14) CCc1ccc(NC(=O)C(C)Nc2ccc(S(=O)(=O)NC(C)=O)cc2)cc1 (stereo unspecified)
(23) CCN(C(=O)CSC1=Nc2ccccc2C2CC=NN12)C1CCS(=O)(=O)C1 (stereo unspecified)
(10) CCOC(=O)N1CCN(C(=O)C2CC(c3cc(OC)ccc3OC)=NO2)CC1 (stereo unspecified)
(15) CC[C@@]1(c2cccc(C)c2)C(=O)N(C(=O)OC)N1C(=O)OC
(22) CCOC(=O)c1cc(CNC(=O)c2c(C)oc3c2CCCC3)c(C)o1
(16) Cc1c(C)c2ccc(OCC(=O)NCCCN3CCCC3=O)cc2oc1=O
(19) O=C(Nc1nccs1)c1c(O)c2cccc3c2n(c1=O)CCC3
(12) Cc1nnc(NC(=O)CSc2ccc(-c3cccnc3)nn2)s1
assay / entry	21	17	14	23	10	15	22	16	19	12
PLCb3 inh	1.3	-1.1	-1.6	-6.8	-7.6	1.9	-0.3	-104.1	-1.9	2.1
PLCg1 inh	0.0	2.9	1.0	-1.9	-3.4	0.0	2.4	-63.2	0.6	0.4
UHRF1 MBD2 ctr	4.2	13.0	-0.2	-3.3	-0.5	4.4	1.2	0.3	-0.7	-1.5
ADAM17 inh	-5.6	0.6	-4.5	-2.2	-12.6	-6.2	1.8	-155.1	-4.6	-4.4
MBD2 DNA inh	-4.9	-4.1	1.8	-2.7	-1.7	1.8	-2.4	-6.0	1.1	-3.1
proKLK7 act	-0.2	-0.2	-0.3	-0.2	0.4	-0.2	-0.2	3.5	-1.1	0.0
Tn7 DDE FP	-2.9	6.7	4.9	8.5	5.4	0.6	-3.7	10.5	-5.8	-4.4
ASAP1 GAP inh	17.3	7.7	-14.9	0.8	-12.0	-12.4	4.1	-3.1	9.5	5.1
Tn6 DDE FP	2.4	0.7	1.4	3.8	-3.1	-4.6	-9.2	-5.7	2.5	2.9
ARFGAP1 inhibitor	9.7	-5.3	-0.5	-6.8	10.7	6.2	1.6	-10.3	-3.0	4.0

(18) COC(=O)c1ccc(-c2nc(O)c3cnccn23)cc1
assay / entry	18
PLCb3 inh	-89.6
PLCg1 inh	-73.2
UHRF1 MBD2 ctr	-7.2
ADAM17 inh	-3.4
MBD2 DNA inh	-12.8
proKLK7 act	11.8
Tn7 DDE FP	-4.3
ASAP1 GAP inh	-9.7
Tn6 DDE FP	7.4
ARFGAP1 inhibitor	8.2
